RTF Ca sens act: cardiac RTF calcium sensitization | P19429+P45379 | IANBD-labeled TnC RTF fluorescence at EC20 calcium; 0% EC20 calcium, 100% full calcium | activation, % at 7.2 µM | 340,000 compounds, 0.24% hits | AID 493008;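 active = activation above the mean over all tested compounds plus 3 SD, cut at about 30% in these data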;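 also: rise in fluorescence read as greater calcium sensitivity of cardiac thin filaments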
CDK5 inh: inhibitors of human CDK5/p35 kinase; 330,000 compounds, 0.01% hits; Q00535+Q15078; Recombinant CDK5/p35, ADP-Glo luminescence, 60 min; inhibition, % at 10 µM;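 active = highest replicate inhibition of at least 50% and at least 75% of replicates reaching 50%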;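 also: plate controls were DMSO neutral control for no effect and GW8510 at 10 µM for full effect; many of its hits are not listed in these tables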
Target sequence (Q00535 whole entry, looked up): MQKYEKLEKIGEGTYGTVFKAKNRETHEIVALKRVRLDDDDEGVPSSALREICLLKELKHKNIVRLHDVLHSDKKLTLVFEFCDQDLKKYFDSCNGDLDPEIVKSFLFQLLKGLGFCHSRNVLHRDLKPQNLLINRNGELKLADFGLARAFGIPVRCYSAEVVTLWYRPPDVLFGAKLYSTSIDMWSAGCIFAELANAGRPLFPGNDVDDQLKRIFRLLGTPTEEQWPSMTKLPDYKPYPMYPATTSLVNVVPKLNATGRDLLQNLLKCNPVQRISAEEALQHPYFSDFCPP
Target sequence (Q15078 whole entry, looked up): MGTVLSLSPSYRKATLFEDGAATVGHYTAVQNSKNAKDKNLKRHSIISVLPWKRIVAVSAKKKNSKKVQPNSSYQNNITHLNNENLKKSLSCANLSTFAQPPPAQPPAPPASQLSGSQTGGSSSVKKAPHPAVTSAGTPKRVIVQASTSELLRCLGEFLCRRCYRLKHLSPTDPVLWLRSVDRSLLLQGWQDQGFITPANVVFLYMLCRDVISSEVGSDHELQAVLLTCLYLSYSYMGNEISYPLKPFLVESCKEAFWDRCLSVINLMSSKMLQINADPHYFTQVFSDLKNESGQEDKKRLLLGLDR
HTR5A ag: HTR5A agonism, opioid heterodimer counter-screen; P47898; HTR5A agonist assay, luminescence, cell-based; activation, % at 9.3 µM; 340,000 compounds, 0.61% hits; in the data active = activation mostly above about 9.5%, no sharp cut-off; inactive = mostly below about 7.6%;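 also: 0% = cells with vehicle only and 100% = reference agonist; strong numbers were not always called active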
Target sequence (P47898 whole entry, looked up): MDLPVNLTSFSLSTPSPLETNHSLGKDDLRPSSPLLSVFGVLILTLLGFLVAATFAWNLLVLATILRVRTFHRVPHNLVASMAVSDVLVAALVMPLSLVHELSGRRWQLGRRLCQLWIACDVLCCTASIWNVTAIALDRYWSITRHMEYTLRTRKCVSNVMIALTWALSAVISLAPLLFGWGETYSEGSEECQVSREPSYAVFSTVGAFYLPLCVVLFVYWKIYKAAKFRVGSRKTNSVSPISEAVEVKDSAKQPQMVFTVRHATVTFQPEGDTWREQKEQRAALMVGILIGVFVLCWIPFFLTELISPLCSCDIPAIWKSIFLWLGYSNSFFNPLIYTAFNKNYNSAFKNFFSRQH
MITF TRPM1 HTS: increases MITF-driven TRPM1 promoter luciferase signal; AID 588334; activation, % at 12.5 µM; SK-MEL-5 TRPM1-promoter luciferase, 24 h; % of positive control, neutral wells = 0; 300,000 compounds, 0.75% hits;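 active = mean activation of at least 80% with every replicate also reaching 80%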;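 also: 0% = neutral control wells and 100% = parthenolide positive control wells; values of inactives mirror those of a sister screen read the other way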
dFosB act: activators of mouse delta FosB homodimer | P13346 | purified delta FosB, TAMRA-CDK5 oligo fluorescence polarization; percent of positive-control signal above neutral wells | activation, % at 25 µM | 340,000 compounds, 0.99% hits;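 active = mean activation above about 17%, with every replicate also reaching it, limit read from the data, passing the limit was not always enough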;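 also: fluorescence polarization rise as delta FosB binds a TAMRA Cdk5 AP-1 oligo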
SR-BI DiI inh: inhibitors of mouse SR-BI mediated HDL lipid uptake | ldlA[mSR-BI] CHO cells, DiI-HDL uptake fluorescence, 3 h | inhibition, % at 12.5 µM | 320,000 compounds, 0.96% hits | AID 488896;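 active = mean replicate inhibition of at least 70% and a set share of replicates each scoring 70 or more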;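 also: 0% = median of neutral control wells and 100% = median of positive control wells; values of inactives mirror those of a sister screen read the other way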
PvdQ inh: P. aeruginosa PvdQ acylase inhibition. inhibition, % at 10 µM. purified PvdQ acylase, fluorescence plate reader. 340,000 compounds, 0.063% hits; in the data active = inhibition above about 30%, passing the limit was not always enough;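 also: 0% = vehicle neutral wells and 100% = reference inhibitor wells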
Wnt act: Wnt/beta-catenin pathway activation | activation, % at 9.35 µM | AID 743398 | 300,000 compounds, 1.2% hits | Wnt/beta-catenin reporter cell assay, activator, plate reader; in the data active = activation above about 30%, passing the limit was not always enough;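 also: 0% = neutral control wells and 100% = positive control wells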
Rtt109 Vps75: C. albicans Rtt109 histone acetyltransferase inhibition | purified Rtt109/Vps75, ThioGlo CoA-SH fluorescence, 4 h | inhibition, % at 34.9 µM | 330,000 compounds, 0.16% hits | AID 540336;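 active = inhibition of at least 50% in every replicate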
SR-BI DiI-HDL act: activators of SR-BI mediated HDL lipid uptake | CHO ldlA[mSR-BI] cells, DiI-HDL uptake fluorescence, 3 h; 100 = double the neutral-control signal | activation, % at 12.5 µM | 320,000 compounds, 0.096% hits | AID 504775;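 active = mean replicate activation of at least 60% and every replicate at or above 60%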;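 also: 0% = median plate neutral-control signal and 100% = twice that signal; values of inactives mirror those of a sister screen read the other way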
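Test system: SR-BI-overexpressing, LDLR-lacking CHO cells. Measured by: DiI fluorescence, bottom read. Medium: Ham's F12 with 0.5% BSA, HEPES 25 mM, pH 7.4. Timing: 3 h uptake period with compound, 37 °C.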
An asterisk follows results filed as active; / = no result given.

Compound	RTF Ca sens act	CDK5 inh	HTR5A ag	MITF TRPM1 HTS	dFosB act	SR-BI DiI inh	PvdQ inh	Wnt act	Rtt109 Vps75	SR-BI DiI-HDL act
CCN1C(=O)/C(=C\N(C(C)=O)c2ccccc2)OC1=S	-1	-1.0	-4	6	-4	-40	-3	/	7	40
COC(=O)c1ccc(-c2ccc(Cl)cc2)nc1C	0	-1.5	1	93*	2	6	9	/	-4	-6
CCOc1ccc(S(=O)(=O)N2CCN(c3ccccc3OC)CC2)c2cccnc12	2	0.5	-1	-6	-4	18	-18	/	-7	-18
CCCCN(CCCC)C(=O)CSc1nnc2n(C)c(=O)c3c4c(sc3n12)CCCC4	8	-2.8	-1	-3	-3	/	-5	/	13	/
C1CCc2c(nc3nnnn3c2NC2CCCC2)C1	-3	-0.7	-6	-3	0	-19	-8	/	-1	19
COc1cc(C(=O)Oc2ccc3c(c2)OCC3=O)cc(OC)c1OC	1	0.1	-1	-7	-11	/	-8	-6	-11	/
CCOCCCNC(=O)C(c1ccc(C)cc1)N(Cc1cccs1)C(=O)CNC(C)=O (stereo unspecified)	1	0.7	0	11	-7	-9	5	0	3	9
COC(=O)c1ccccc1Oc1ccc(NC(=O)C(C)(C)CCl)cc1	-3	-0.4	-1	-7	-9	61	-12	-3	17	-61
O=C(CCC(=O)N1CCCCC1)Nc1nnc(C2CCCCC2)s1	-7	-0.8	3	-4	-2	0	-10	2	-4	0
Cc1cccc(CSc2ncnc3ccccc23)c1	0	0.1	11	24	-12	7	4	7	4	-7
C=CCC1(CC=C)CCCN1C(=O)Cn1nnnc1CN(C)C(C)C	-1	1.0	7	/	-3	1	-2	-1	-2	-1
Cc1oc2cc3oc(=O)c(CCC(=O)N(C)CC(=O)O)c(C)c3cc2c1C	-5	0.8	-3	0	5	-54	4	0	1	54

A draw from above in order of formula weight, high to low.
Compound	RTF Ca sens act	CDK5 inh	HTR5A ag	MITF TRPM1 HTS	dFosB act	SR-BI DiI inh	PvdQ inh	Wnt act	Rtt109 Vps75	SR-BI DiI-HDL act
COC(=O)c1ccccc1Oc1ccc(NC(=O)C(C)(C)CCl)cc1	-3	-0.4	-1	-7	-9	61	-12	-3	17	-61
C=CCC1(CC=C)CCCN1C(=O)Cn1nnnc1CN(C)C(C)C	-1	1.0	7	/	-3	1	-2	-1	-2	-1
CCN1C(=O)/C(=C\N(C(C)=O)c2ccccc2)OC1=S	-1	-1.0	-4	6	-4	-40	-3	/	7	40

Carrying on:
Compound	RTF Ca sens act	CDK5 inh	HTR5A ag	MITF TRPM1 HTS	dFosB act	SR-BI DiI inh	PvdQ inh	Wnt act	Rtt109 Vps75	SR-BI DiI-HDL act
O=C(CN(CC1CCCO1)C(=O)CNS(=O)(=O)c1ccc(Cl)cc1)NCCc1ccccc1 (stereo unspecified)	2	-0.1	1	-12	9	26	10	-1	-9	-26
O=C1NC[C@H](Cc2ccc(O)cc2)N(CCc2cccc3ccccc23)C1=O	-2	0.1	1	3	-9	-17	-12	-2	4	17
CSC1=NCCN1C(=O)Cc1ccc(-c2ccccc2)cc1	4	-5.8	0	24	-6	9	-16	0	0	-9
Cc1ccc(CCNC(=O)CN2C(=O)COc3ccc(S(=O)(=O)N4CCC(C)CC4)cc32)cc1	-12	/	7	-4	-8	-3	5	-3	15	3
Cc1occc1C(=O)NC1CCCN(Cc2ccc(CC(C)C)cc2)C1 (stereo unspecified)	-1	0.2	2	-5	-10	2	-22	-3	-2	-2
CCCC(C(=O)NCc1ccco1)N(C(=O)CNS(=O)(=O)c1ccc(Cl)cc1)C1CCCC1 (stereo unspecified)	3	1.3	7	-3	-9	-15	-15	/	-4	15
N#Cc1ccc(C23CC4(C2)[C@H](CN(Cc2ccc(-c5ccccc5)cc2)[C@@H]4c2ccccc2)C3c2ccc(Cl)nc2)cc1 (stereo partly specified)	-4	1.5	3	-11	17*	-19	-9	-8	-2	19
CC1CC(C)CN(C(=O)CSc2n[nH]c(N)n2)C1 (stereo unspecified)	2	-1.4	6	-3	5	-17	-15	-2	5	17
O=C(O)C1=C(OCc2ccccc2)C(=O)NCC1	2	1.1	0	6	3	-11	2	0	12	11
Cc1ccc(C(=O)CSc2ccccn2)cc1	2	2.2	-2	65	-10	-27	8	/	5	27
CC1=NN(c2ccccc2)C(c2ccco2)C1 (stereo unspecified)	-6	0.0	-2	13	5	-13	-1	-2	-3	13
C[C@H]1COC(=O)[C@H](Cc2ccc(F)cc2)CC/C=C/C[C@@H](CC(=O)N[C@@H](CO)Cc2ccccc2)C(=O)N1	7	1.2	-2	19	9	-3	0	-5	19	3
O=C(Cc1ccc(Br)cc1)Nc1ccc(S(=O)(=O)NCC2CCCO2)cc1 (stereo unspecified)	12	-4.3	0	-10	-15	9	-11	0	7	-9
O=C(CN1CCOCC1)N/N=C/c1ccc(-c2cccc(Cl)c2Cl)o1	-5	2.2	2	/	-11	15	-9	-3	-10	-15
CC(=O)c1ccc(OCc2cc(C(=O)NC(C)Cc3ccccn3)no2)cc1 (stereo unspecified)	3	0.1	1	2	-5	25	-13	3	20	-25
CC1(C)N=C(SCC(=O)Nc2ccc(Cl)cc2)C(c2ccccc2)=N1	3	1.0	1	/	-12	47	-11	-5	8	-47
CCOC(=O)Cc1csc(Nc2c(C)n(C)n(-c3ccccc3)c2=O)n1	0	1.3	2	6	-1	-6	-3	-1	5	6
Cc1ccc(S(=O)(=O)NCCC(=O)Nc2ccc(C)cc2C(=O)c2ccccc2)cc1	-2	-0.5	-3	-2	-5	11	-16	7	-1	-11
O=C(OCCc1ccccn1)c1cccc([N+](=O)[O-])c1	-1	0.9	1	1	-7	2	-6	-3	-1	-2
NC(=S)Cc1ccccc1Cl	-5	0.8	-4	-5	1	-16	-10	0	-7	16
COC(=O)[C@H](CCSC)NC(=O)N1CCN(c2cccc(C(F)(F)F)c2)CC1	-3	-2.2	-2	-6	-3	18	14	-7	12	-18
CCCCOc1ccc(C(=O)OCC(=O)N2CCCCCC2)cc1	-5	-0.4	4	-2	-5	3	-5	-4	-10	-3
CCC(OC(=O)C(CC(C)C)NC(=O)c1ccccc1)C(=O)Nc1nnc(C)s1 (stereo unspecified)	-3	-0.1	3	-6	-12	3	-14	1	-7	-3
Cc1ccc(NC(=O)NCc2c(C)nn(C)c2C)cc1Cl	5	-0.1	1	63	-3	2	8	7	5	-2
CCCCCn1c(C(C)NC(=O)CCC)nc2ccccc21 (stereo unspecified)	-5	-1.6	1	/	-8	-6	4	-1	-7	6
CC(=O)COc1ccc2c(C)c(C)c(=O)oc2c1	-2	-1.6	5	/	-8	26	1	4	10	-26
CC1CCN(S(=O)(=O)c2ccc(C(=O)Nc3nnc(-c4ccccn4)o3)cc2)CC1	-4	-0.3	-4	3	4	-12	-14	1	-1	12
Cc1n[nH]c(=O)c2c(NC(=O)COC(=O)/C=C/c3cccc(C(F)(F)F)c3)oc(C)c12	-8	0.6	4	-4	-8	1	-5	0	-7	-1
Cc1ccccc1Cc1c(C)nc2nc(SCC(=O)NCCCN3CCCC3)nn2c1C	-2	-2.1	1	-2	-3	/	-14	2	14	/
CCCCc1nnc(NC(=O)C2CCCO2)s1 (stereo unspecified)	8	-2.1	-3	17	0	-23	-25	16	-9	23
CCOC(=O)/C(=N\Nc1cccc(C(F)(F)F)c1)N(CCOC)CCOC	-2	0.2	5	-1	-6	-22	-13	-7	-4	22
CCc1nnc(NC(=O)c2sc3nc(C)cc(COC)c3c2N)s1	0	-0.5	4	7	-14	22	-1	0	-40	-22
FC(F)(F)c1cc(Sc2ccccc2)nc(-c2ccccn2)n1	7	1.7	8	34	0	-7	-3	/	5	7
Cc1noc(C)c1C(=O)N(C)CC(=O)Nc1ccc(F)c(F)c1F	1	0.9	-1	4	0	-3	-11	0	2	3
CCOc1ccc(CCNC(=O)COC(=O)c2oc3ccccc3c2COC)cc1OCC	0	-1.0	-4	-2	-13	55	-14	-4	-10	-55
CC1CCc2c(C(=O)NCc3ccccn3)csc2C1 (stereo unspecified)	-2	0.4	1	43	-5	-13	15	15	2	13
CC(=O)c1cnc2c(-c3ccc(Cl)cc3)cnn2c1C	-4	-1.3	-1	73	-8	18	14	/	5	-18
COc1cc(CN(C(=O)c2cccs2)C2CCS(=O)(=O)C2)cc(OC)c1OC (stereo unspecified)	5	0.1	-3	-7	-4	4	-8	-1	6	-4
COc1cccc(NC(=O)CN(C)CC(=O)Nc2ccc(C)cc2Cl)c1	6	0.7	0	1	-7	15	-14	7	3	-15
COc1ccccc1-c1sc2cc3c(cc2c1C#CCO)OCO3	6	-0.8	2	-26	-9	11	-9	1	-6	-11
CC(=O)C1CCC2C3CCC4CC(=O)CCC4(C)C3C(O)CC12C (stereo unspecified)	-3	0.6	2	6	-6	13	10	-3	5	-13
O=C(Nc1cnc2ccccn2c1=O)c1ccc(Cl)cc1Cl	4	2.9	-3	-32	19*	1	-1	-2	-3	-1
Cc1ccccc1-c1nnc(SCC(=O)NCC2CCCO2)o1 (stereo unspecified)	-1	0.5	-4	-4	0	-12	-3	1	3	12
Cc1ccc(NC(=O)Cn2c(=O)c3cccn3c3ccccc32)c(Cl)c1	2	-1.3	-2	0	10	22	5	-1	4	-22
Cn1c(=O)c2c(nc(N/N=C/c3cccnc3)n2Cc2ccccc2)n(C)c1=O	-3	1.8	0	-22	-7	-11	0	-3	16	11
Cc1ccc(C(=O)CSc2nnc(-c3ccco3)o2)o1	-3	1.3	2	29	-2	-7	-10	5	-9	7
CC(C)NC(=O)CSCc1cccc(Br)c1	4	-3.7	7	11	-6	1	-3	-1	2	-1
Cc1noc(C)c1NC(=O)N(C)C[C@H]1Oc2c(NC(=O)Nc3ccccc3)cccc2C(=O)N([C@H](C)CO)C[C@@H]1C	-4	-3.2	-1	-6	-10	-24	5	0	7	24

Some values from the list.
`Cc1ccc(C(=O)CSc2nnc(-c3ccco3)o2)o1` – Wnt act: 5
`COC(=O)c1ccc(-c2ccc(Cl)cc2)nc1C` – CDK5 inh: -1.5
`CCc1nnc(NC(=O)c2sc3nc(C)cc(COC)c3c2N)s1` – MITF TRPM1 HTS: 7
`CC(=O)COc1ccc2c(C)c(C)c(=O)oc2c1` – SR-BI DiI-HDL act: -26

(more compounds)
Compound	RTF Ca sens act	CDK5 inh	HTR5A ag	MITF TRPM1 HTS	dFosB act	SR-BI DiI inh	PvdQ inh	Wnt act	Rtt109 Vps75	SR-BI DiI-HDL act
Cc1ccc(C)c(OCC(=O)Nc2ccccc2C(=O)N2CCOCC2)c1	1	-0.7	1	-3	6	16	-17	1	5	-16
CC(C(=O)Nc1ccccc1C#N)N1C(=O)NC2(CCCCCC2)C1=O (stereo unspecified)	-3	-0.4	-1	-4	3	-7	7	0	12	7
Cc1nc2ccc(NC(=O)C3=NN(C)C(=O)CC3)cc2s1	-1	-2.6	0	37	-4	-8	-4	13	0	8
Cc1c(C(=O)Nc2nnc(C3CC3)s2)oc2c(Cl)cccc12	-1	-5.3	5	-18	-18	32	3	2	-2	-32
O=C1c2ccccc2C(=O)N1c1ccc(Cl)cn1	3	-1.7	1	/	8	-29	-1	-2	-2	29
O=[N+]([O-])c1cc([N+](=O)[O-])c2oc(-c3ccccc3)c(Br)c2c1O	-30	4.3	3	-7	-27	13	-10	/	-5	-13
CCN1C(=O)NC(c2ccccc2)C1=O (stereo unspecified)	6	-0.8	-4	11	2	0	12	-1	9	0

Compounds were not picked by outcome. About 4.4% of those tested had a hit in this group.
